HT1080 IDH1KD tx = kills HT-1080 cells with IDH1 knockdown | HT-1080 IDH1 knockdown viability, ATP luminescence, 48 h | Potency, µM (doses to about 46.1 µM), without a hit: at the highest dose activity, negative = toxicity, actives largely listed as cytotoxic | 360,000 compounds, 2% hits | AID 686971;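 also: potency is read from the fitted curve at half-maximal effect; 0% = DMSO wells and -100% = cell-free medium wells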
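% activity derives from luminescence (CellTiter-Glo), normalised to DMSO and no-cell wells. HT-1080-IDH1KD cells, 750/well, had 48 h compound exposure at 37 °C.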
MCF10A rerep = DNA re-replication induction in MCF 10a cells; MCF 10A DNA re-replication, Hoechst nuclear intensity, 48 h; AID 624296; 350,000 compounds, 2.9% hits; Potency, µM (highest dose often 46.1 µM), for inactives: top-dose activity, positive = re-replication, most hits filed as activators; also: potency is read from the fitted curve at half-maximal effect; % of control where 0% means no effect; nearly all actives have a fitted effect of over 50% in size
IL1B secr inh = inflammasome signaling inhibition, IL-1 beta readout | 360,000 compounds, 4.7% hits | activity change, % at 57.5 µM | THP-1 LPS/ATP IL-1B secretion, AlphaLISA, 16 h; active compounds read low; in the data active = activity change below about -50%; inconclusive = mostly about -30% to -49%; also: % is scaled to controls: 0 for no effect and ±100 for the full control effect
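THP-1 cells pretreated 1 hr with compounds (up to 57.5 uM final), then stimulated with LPS (250 ng/mL final) plus ATP (1.25 mM final); secreted IL-1B measured by AlphaLISA after 16 hr, decreased signal indicating inhibition.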
SW480 rerep = induces DNA re-replication in SW480 colon adenocarcinoma cells; SW480 DNA re-replication, Hoechst DNA content imaging, 48 h; AID 624297; 340,000 compounds, 1.8% hits; Potency, µM (highest dose often 46.1 µM), for inactives: top-dose re-replication activation, usual class: activators; also: potency is read from the fitted curve at half-maximal effect; % of control where 0% means no effect; nearly all actives have a fitted effect of over 55% in size
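Compounds, transferred as 23 nL by pin tool, were incubated with cells for 48 hr; DNA content per nucleus was then quantified by Hoechst staining and fluorescence plate imaging.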
ATXN viability = viability counter-screen for ATXN expression inhibitors; S2 cells (HEK-293 line with an ATXN2-luciferase reporter) viability, CellTiter-Fluor protease fluorescence, 24 h; 400,000 compounds, 0.49% hits; Potency, µM (titrated, usually from 56.7 µM), most hits filed as cytotoxic; AID 651635; also: potency is read from the fitted curve at half-maximal effect; nearly all actives have a fitted effect of over 40% in size
KB-3-1 cytotox = KB-3-1 parental cell cytotoxicity; KB-3-1 viability, CellTiter-Glo ATP luminescence, 72 h; Potency, µM (top dose mostly 46.1 µM), for the others: top-dose activity change, negative = cytotoxic, usual class: cytotoxic; AID 1347075; 400,000 compounds, 1.4% hits; also: potency is read from the fitted curve at half-maximal effect; % is scaled to controls: 0 for no effect and ±100 for the full control effect; nearly all actives have a fitted effect of over 60% in size
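KB-3-1 cells, DMEM (no phenol red) + 10% FBS; compound by pin transfer, 72 h, 37 °C. Readout: CellTiter-Glo luminescence after 10 min. Data normalized, curve-fitted.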
HepG2 tox = HepG2 cytotoxicity, counter-screen for TGF-b inhibitors | 410,000 compounds, 0.76% hits | HepG2 CAGA-GFP viability, ATP luminescence, 18 h | Potency, µM (top dose mostly 46.1 µM), without a hit: top-dose activity change, negative = cytotoxicity, most hits filed as cytotoxic | AID 588856; also: potency is read from the fitted curve at half-maximal effect; some results filed as inactive show a strong effect at the top dose
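HepG2 CAGA-GFP cells (1000/well, DMEM with 1% FBS) received compound, then TGF-beta at 500 pg/mL final, and were incubated 18 hours at 37 degrees C. Viability was read by CellTiter-Glo luminescence. Media-only wells were set as complete cell-killing and DMSO as no toxicity.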
HT1080NT lethal = kills 2HG-producing HT-1080-NT fibrosarcoma cells. Potency, µM (doses to about 46.1 µM), for the others: at the highest dose activity, negative = less viability, hits mostly cytotoxic. HT-1080-NT fibrosarcoma viability, CellTiter-Glo ATP luminescence, 48 h. 360,000 compounds, 1.6% hits;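 also: NT is the 2HG producing partner of a matched IDH1 knockdown line; potency is read from the fitted curve at half-maximal effect; 0% = DMSO-treated cells and -100% = media-only wells without cells; nearly all actives have a fitted effect of over 55% in size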
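HT-1080-NT; 750 cells/well; 5% FBS RPMI; 48 h compound, 37 degrees C; CellTiter-Glo luminescence; curve fitting and curve-class assignment.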
ATXN2 expr inh = ATXN2 expression inhibition | HEK-293 ATXN2-luciferase reporter, luminescence, 24 h | 360,000 compounds, 0.72% hits | Potency, µM (highest dose often 57 µM), inactives show top-dose activity change, negative = inhibition, most hits filed as inhibitors; also: potency is read from the fitted curve at half-maximal effect; % is scaled to controls: 0 for no effect and ±100 for the full control effect; nearly all actives have a fitted effect of over 55% in size
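qHTS (up to 57 uM final) was run with 24 h compound exposure of reporter cells at 37 °C. Each well was multiplexed: SteadyGlo luminescence measured ATXN2-luciferase expression after a fluorogenic Gly-Phe-AFC viability readout (25 uM final).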
An asterisk follows results filed as active; i = inactive; ? = inconclusive; / = no result given; & = joins results of further samples; [ ] = another dose, or the depositor's remark. Unless noted, calls follow the shape of the dose curve; as a rule, active = well fitted curve in the direction sought with a large enough effect; inconclusive = small, poorly fitted or top-dose-only effect, or another doubt; inactive = no such curve, though single readings can be large; an effect the other way counts as inactive or inconclusive.

SMILES | HT1080 IDH1KD tx | MCF10A rerep | IL1B secr inh | SW480 rerep | ATXN viability | KB-3-1 cytotox | HepG2 tox | HT1080NT lethal | ATXN2 expr inh
CCOC(=O)C1=CN(Cc2ccco2)S(=O)(=O)NC1c1cccc(OC)c1 (configuration not stated) | -12.5% | ? | -3.8 | ? | i | 0.0% | -58.9% | -6.5% | -7.5%
Cc1ccc(C(=O)OCc2nnc(-c3ccc(Br)cc3)o2)cc1 | 11.9% | -1.3% | 22.3 | -2.7% | i | -6.2% | 3.2% | -0.3% | 9.9%
COc1ccc(-c2c(C)cc3oc(=O)cc(-c4ccccc4)c3c2C)cc1C=O | ? | -33.9%[inhibitor] | -15.0 | 5.0% | ? | 0.0% | -32.7% | ? | ?
Cc1cccc(N(C)S(=O)(=O)c2cccc3nsnc23)c1 | -13.2% | 0.3% | -4.6 | 1.9% | i | 15.2% | 5.0% | -3.8% | -3.3%
O=C(Nc1ccc2c(c1)OCCO2)C1c2ccccc2OCC(=O)N1Cc1ccc2c(c1)OCO2 (configuration not stated) | -15.5% | / | -9.1 | / | i | 11.7% | / | -1.2% | 9.6%
CCCc1ccc(OCC(=O)NNC(=O)c2cccnc2)cc1 | 6.7% | -4.4% | 7.0 | -0.8% | i | -3.3% | 16.3% | 5.2% | -20.1%[11.3 µM]
c1ccc2ncc(-n3cnnn3)cc2c1 | -0.4% | 328.3%[0.0737 µM] | 21.5 | -0.8% | i | 0.2% | 0.8% | 0.2% | 1.6%
COc1ccc(N(C)C(=O)c2cc3c(s2)-c2ccccc2OC3)cc1 | / | / | / | / | i | -8.4% | -50.1% | / | 1.6%
COC(=O)c1ccc(NC(=O)Cn2nc(C(=O)Nc3ccc(C)cc3)ccc2=O)cc1 | 0.0% | 2.6% | 1.7 | 1.5% | i | 0.9% | -6.4%&-4.6% | 0.4% | /
COc1cccc(C(C(=O)NC(C)(C)C)N(Cc2ccco2)C(=O)CCC(=O)Nc2cc(C)on2)c1OC (configuration not stated) | -1.2% | 1.6% | -12.2 | 4.7% | i | ? | -7.5% | 7.6% | -3.7%

Full records as entered above. Screens in order: HT1080 IDH1KD tx | MCF10A rerep | IL1B secr inh | SW480 rerep | ATXN viability | KB-3-1 cytotox | HepG2 tox | HT1080NT lethal | ATXN2 expr inh
`COC(=O)c1ccc(NC(=O)Cn2nc(C(=O)Nc3ccc(C)cc3)ccc2=O)cc1` reads 0.0% | 2.6% | 1.7 | 1.5% | i | 0.9% | -6.4%&-4.6% | 0.4% | /
`COc1ccc(N(C)C(=O)c2cc3c(s2)-c2ccccc2OC3)cc1` reads / | / | / | / | i | -8.4% | -50.1% | / | 1.6%
`COc1cccc(C(C(=O)NC(C)(C)C)N(Cc2ccco2)C(=O)CCC(=O)Nc2cc(C)on2)c1OC` (configuration not stated) reads -1.2% | 1.6% | -12.2 | 4.7% | i | ? | -7.5% | 7.6% | -3.7%
`O=C(Nc1ccc2c(c1)OCCO2)C1c2ccccc2OCC(=O)N1Cc1ccc2c(c1)OCO2` (configuration not stated) reads -15.5% | / | -9.1 | / | i | 11.7% | / | -1.2% | 9.6%
`Cc1cccc(N(C)S(=O)(=O)c2cccc3nsnc23)c1` reads -13.2% | 0.3% | -4.6 | 1.9% | i | 15.2% | 5.0% | -3.8% | -3.3%

Next results.
SMILES | HT1080 IDH1KD tx | MCF10A rerep | IL1B secr inh | SW480 rerep | ATXN viability | KB-3-1 cytotox | HepG2 tox | HT1080NT lethal | ATXN2 expr inh
COc1ccc2oc(C(=O)OCC(=O)Nc3ccc(NC(C)=O)cc3)c(C)c2c1 | -3.9% | -1.8% | 15.2 | -4.9% | i | 1.9% | -9.2% | -1.0% | 11.1%
O=C(O)c1ccc2c(c1)C(=O)N(CCc1c[nH]c3ccccc13)C2=O | 4.7% | -7.9% | -3.8 | 1.5% | i | 8.1% | -2.0% | 1.3% | 57.2%[activator]
O=C(NCCc1c[nH]c2ccccc12)c1cccc(Br)c1 | -20.8% | 0.9% | 7.8 | 3.0% | i | 9.8% | 8.1% | -13.5% | 1.9%
CCCS(=O)(=O)N1CCCC(C(=O)NC2CCCC(C)C2C)C1 (configuration not stated) | 10.1% | -3.2% | 7.1 | -4.7% | i | 1.0% | 11.9% | 6.5% | -4.8%
CN(C)S(=O)(=O)c1ccc(N2CCCC2)c(C(=O)Nc2nc(-c3cc(F)ccc3F)cs2)c1 | -13.1% | 2.0% | -22.9 | 5.0% | i | 1.2% | 4.1% | -7.2% | -0.1%
Nc1cccc(P(=O)(c2ccccc2)c2ccccc2)c1 | 15.0% | ? | 38.3 | ? | i | -3.6% | -3.0% | 4.4% | 6.3%
O=C(NC1CCCCC1)C(c1ccnc2ccccc12)N1CCc2ccccc2C1 (configuration not stated) | -11.3% | / | 53.2 | / | i | -0.4% | -1.8% | -6.8% | 2.2%
CC1=CCC2C(=O)N(c3ccc(Br)cc3C)C(=O)C2C1 (configuration not stated) | -8.7% | -2.7% | 10.7 | -13.2% | i | 0.3% | -11.0% | -2.4% | -4.4%
CC1CCc2sc(C(=O)N(C)CC(=O)Nc3cccc(F)c3)cc2C1 (configuration not stated) | -8.3% | 12.8% | -28.0 | -4.3% | i | / | 1.6% | -0.4% | -2.4%
CCOC(=O)c1[nH]c(C)c(C(=O)NC2CCCCCC2)c1C | 16.5% | -4.3% | 2.8 | 10.8% | i | -4.3% | 2.4% | -7.4% | 17.5%
CC(C)(C)NC(=O)C1CCN(C(=O)c2ccc(Br)cc2)CC1 | 5.7% | -3.3% | 0.0 | -1.6% | i | -10.2% | -9.1% | 5.9% | -4.2%
O=C(OCCCN=C1NS(=O)(=O)c2ccccc21)C1CC(=O)N(c2ccc(Cl)cc2)C1 (configuration not stated) | 8.0% | -2.2% | -14.9 | -5.5%[9.22 µM] | i | 0.0% | -22.5% | 3.7% | -2.3%
Cn1ccnc1C(=O)c1ccc(N)cc1 | -1.6% | -1.8% | 7.6 | -15.3% | i | 0.5% | -11.1% | 14.7% | 7.7%
C[N+]1(CN2C(=O)C3C4C=CC(C4)C3C2=O)CCCCC1 (configuration not stated) | -1.8% | -1.0% | 34.7 | -9.0% | / | 2.1% | 12.5% | 0.5% | /
O=C(CN1C(=O)C2C3C=CC(C3)C2C1=O)NCCN1CCCc2ccccc21 (configuration not stated) | -11.5% | 4.7% | 1.5 | -3.0% | i | 5.0% | -34.9% | -5.7% | 9.0%
Cc1nnc(SCc2ccc(CSc3nnc(C)c(=O)[nH]3)cc2)[nH]c1=O | 2.7% | -4.1% | 1.3 | -3.1% | i | 6.9% | 7.0% | 3.0% | -13.9%
CCOCCCNC(=O)C(NC(=O)Cc1cccs1)c1ccc(Cl)cc1 (configuration not stated) | 4.6% | 2.0% | 2.6 | 1.3% | i | 5.3% | 6.5% | 7.3% | -13.3%
C=CCn1c(CCn2c3ccccc3c3ccccc32)n[nH]c1=S | -5.3% | 5.7% | 0.0 | -39.6%[inhibitor] | i | 5.5% | -1.9% | 0.7% | 2.4%
CC(C)(C)OC(=O)N1CCC[C@H]1c1nnc(SCc2ccc(Cl)cc2)o1 | 0.8% | 8.4% | ? | 0.8% | i | -1.5% | -57.6% | 14.0% | -27.1%
O=S(=O)(NCCc1ccc2c(c1)OCCO2)c1cccs1 | 0.2% | 19.6% | -11.6 | -0.1% | i | 1.8% | 0.3% | 9.7% | 13.7%
CC1COc2ccccc2N1S(=O)(=O)c1ccc(Cl)cc1 (configuration not stated) | -25.1% | 20.6µM* | 20.7 | ? | i | -20.8% | 8.9% | -13.0% | -18.0%
NC(=O)COc1ncnc2scc(-c3ccc(F)cc3)c12 | -12.0% | 0.7% | 17.7 | -1.5% | i | -10.1% | 19.2% | 0.3% | 0.2%
Cn1ncc([N+](=O)[O-])c1C(=O)Nc1ccn(Cc2ccccc2F)n1 | -3.1% | 3.9% | 14.7 | 17.3% | i | 17.3% | -2.1% | ? | -9.3%
CCn1c(SCC(=O)NCCc2ccccc2)nc2sc3c(c2c1=O)CCN(C)C3 | 4.3% | 8.3% | -8.9 | -13.2% | i | -0.3% | 1.0% | 9.7% | -8.5%
CCOc1ccccc1NC(=O)c1nc(SC(C)C)ncc1Cl | / | / | / | / | i | -7.1% | -11.4% | / | -2.0%
CC(=O)c1ccc(OCC(O)Cn2nnc3ccccc32)cc1 (configuration not stated) | 7.0%[9.24 µM] | -1.7% | -0.3 | ? | i | -12.0% | -7.9% | -26.2% | 38.3%
COc1ccc(Cl)cc1Cn1c(C)c(C(=O)NCc2ccc3c(c2)OCCO3)sc1=O | -4.2% | / | -8.7 | / | i | 0.5% | -1.8% | -5.0% | 0.0%
Cc1ccc(C)c(S(=O)(=O)N/N=C/c2ccc(N3CCOCC3)cc2)c1 | 12.6% | -0.1% | -9.4 | 0.3% | i | -1.3% | 16.0% | 2.7% | /
COc1ccc([N+](=O)[O-])cc1N(CC(=O)NCCC1=CCCCC1)S(C)(=O)=O | -2.0% | 10.7% | -1.3 | 11.9% | i | 0.4% | -1.7% | -7.4% | -8.1%
O=C(Oc1ccc[nH]c1=O)c1ccc(F)cc1 | ? | / | 10.6 | / | ? | -15.6% | 2.8% | ? | /
CCOC(=O)C(Cc1ccccc1)(NC(C)=O)C(=O)OCC | 20.9% | -0.2% | 9.8 | -4.5% | i | -7.1% | -5.7% | 5.9% | 2.2%
Cc1ccc(NC(=O)/C(C#N)=N/Nc2ccc(C(=O)O)cc2)c(C)c1 | 0.0% | -1.0% | -4.5 | -8.3% | i | 10.6% | 9.7% | -1.7% | 17.8%
Cc1ccc(S(=O)(=O)N2CCN(C(=O)c3ccc(-n4cncn4)c([N+](=O)[O-])c3)CC2)c(C)c1 | -14.6% | / | -27.6 | / | ? | -25.5% | -25.8% | 1.0% | /

Not a hit list, and some 8.9% of all compounds hit somewhere here.
